S2 tox: cell viability loss in ATXN counter-screen. S2 cells (HEK-293 line with an ATXN2-luciferase reporter) viability, CellTiter-Fluor protease fluorescence, 24 h. 0.49% of 400,000 active. Potency, µM (top dose mostly 56.7 µM), actives largely listed as cytotoxic; further: potency means the concentration at half of the fitted maximal effect; nearly all actives have a fitted effect of over 40% in size
HT1080NT lethal: kills 2HG-producing HT-1080-NT fibrosarcoma cells | HT-1080-NT fibrosarcoma viability, CellTiter-Glo ATP luminescence, 48 h | Potency, µM (titrated, usually from 46.1 µM), inactives show top-dose activity, negative = less viability, actives largely listed as cytotoxic | 1.6% of 360,000 active;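 further: NT is the 2HG producing partner of a matched IDH1 knockdown line; potency means the concentration at half of the fitted maximal effect; 0% = DMSO-treated cells and -100% = media-only wells without cells; nearly all actives have a fitted effect of over 55% in size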
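HT-1080-NT fibrosarcoma cells (2HG-overproducing), 750 cells/well in RPMI with 5% FBS, dosed after 2 h and incubated 48 h at 37C. CellTiter-Glo luminescence normalized to DMSO and no-cell wells; concentration-response curves fitted and classed.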
HT1080 IDH1KD tx: kills HT-1080 cells with IDH1 knockdown. HT-1080 IDH1 knockdown viability, ATP luminescence, 48 h. Potency, µM (doses to about 46.1 µM), for inactives: top-dose activity, negative = toxicity, usual class: cytotoxic. 2% of 360,000 active. AID 686971;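 further: potency means the concentration at half of the fitted maximal effect; 0% = DMSO wells and -100% = cell-free medium wells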
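Luminescent ATP read-out (CellTiter-Glo, 10 min at room temperature) after 48 h compound exposure at 37 °C gave viability of IDH1-knockdown HT-1080 cells. Activity was normalised to DMSO and cell-free wells, then fitted as concentration-response curves.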
HepG2 viability: kills HepG2 cells in TGF-b inhibitor counter-screen. HepG2 CAGA-GFP viability, ATP luminescence, 18 h. 0.76% of 410,000 active. AID 588856. Potency, µM (highest dose often 46.1 µM), inactives show at the top dose activity change, negative = cytotoxicity, usual class: cytotoxic; further: potency means the concentration at half of the fitted maximal effect; some results filed as inactive show a strong effect at the top dose
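HepG2 CAGA-GFP cells (1000/well, DMEM with 1% FBS) received compound, then TGF-beta at 500 pg/mL final, and were incubated 18 hours at 37 degrees C. Viability was read by CellTiter-Glo luminescence. Media-only wells were set as complete cell-killing and DMSO as no toxicity.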
ATXN2 expr inh: inhibitors of ATXN2 expression | 0.72% of 360,000 active | Potency, µM (highest dose often 57 µM), for the others: top-dose activity change, negative = inhibition, actives largely listed as inhibitors | HEK-293 ATXN2-luciferase reporter, luminescence, 24 h; further: potency means the concentration at half of the fitted maximal effect; on the % scale 0 is the no-effect control and ±100 the full control effect; nearly all actives have a fitted effect of over 55% in size
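qHTS (up to 57 uM final) was run with 24 h compound exposure of reporter cells at 37 °C. Each well was multiplexed: SteadyGlo luminescence measured ATXN2-luciferase expression after a fluorogenic Gly-Phe-AFC viability readout (25 uM final).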
MCF10A rereplic: induces DNA re-replication in MCF 10a normal breast cells. MCF 10A DNA re-replication, Hoechst nuclear intensity, 48 h. Potency, µM (highest dose often 46.1 µM), inactives show at the top dose activity, positive = re-replication, most hits filed as activators. 2.9% of 350,000 active; further: potency means the concentration at half of the fitted maximal effect; % of control where 0% means no effect; nearly all actives have a fitted effect of over 50% in size
SW480 rerep: induces DNA re-replication in SW480 colon adenocarcinoma cells; SW480 DNA re-replication, Hoechst DNA content imaging, 48 h; Potency, µM (top dose mostly 46.1 µM), for the others: top-dose re-replication activation, hits mostly activators; 1.8% of 340,000 active; AID 624297; further: potency means the concentration at half of the fitted maximal effect; % of control where 0% means no effect; nearly all actives have a fitted effect of over 55% in size
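DNA re-replication was detected as more nuclei of elevated Hoechst intensity after 48 hr exposure to compound (23 nL pinned per well of 250 cells).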
KB-3-1 cytotox: kills parental KB-3-1 adenocarcinoma cells | AID 1347075 | 1.4% of 400,000 active | Potency, µM (top dose mostly 46.1 µM), inactives show at the highest dose activity change, negative = cytotoxic, actives largely listed as cytotoxic | KB-3-1 viability, CellTiter-Glo ATP luminescence, 72 h; further: potency means the concentration at half of the fitted maximal effect; on the % scale 0 is the no-effect control and ±100 the full control effect; nearly all actives have a fitted effect of over 60% in size
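Cytotoxicity in the drug-sensitive parental line KB-3-1 was scored as loss of CellTiter-Glo luminescence following 72 h incubation with compound. Values come from curve fitting of normalized concentration-response data.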
IL1B secr inh: blocks inflammasome-driven IL-1 beta release | THP-1 LPS/ATP IL-1B secretion, AlphaLISA, 16 h; stronger effect = lower value | activity change, % at 57.5 µM | 4.7% of 360,000 active; in the data active means activity change below about -50%; inconclusive means mostly about -30% to -49%; further: on the % scale 0 is the no-effect control and ±100 the full control effect
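THP-1 cells pretreated 1 hr with compounds (up to 57.5 uM final), then stimulated with LPS (250 ng/mL final) plus ATP (1.25 mM final); secreted IL-1B measured by AlphaLISA after 16 hr, decreased signal indicating inhibition.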
The depositor's hits bear a star; i = inactive; ? = inconclusive; / = no result given; & = joins results of further samples; ! = not confirmed by another sample; [ ] = dose if it differs, or a comment. Unless noted, the call rests on the fitted dose curve; in most records, active means well fitted curve in the direction sought with a large enough effect; inconclusive means small, poorly fitted or top-dose-only effect, or another doubt; inactive means no such curve, though single readings can be large; an effect the other way counts as inactive or inconclusive.

SMILES	S2 tox	SW480 rerep	HT1080NT lethal	HepG2 viability	HT1080 IDH1KD tx	KB-3-1 cytotox	MCF10A rereplic	IL1B secr inh	ATXN2 expr inh
O=c1cc(O)c2ccccc2n1Cc1ccccc1Cl	i	10%	-1%	2%	-5%	-27%	5%	19	-13%[11.3 µM]
CC(=O)c1cccc(NC(=O)C(C)n2c(=O)cc(-c3ccccc3)c3c(C)nn(C)c32)c1 (stereo unspecified)	i	/	/	-15%	/	-25%	/	/	12%
COCCCNC(=S)Nc1ccc(S(=O)(=O)Nc2cc(OC)nc(OC)n2)cc1	i	11%	-5%	11%	-10%	/	-1%	10	-10%
O=C(CCC(=O)OCC(=O)c1ccccc1)Nc1cccc2cccnc12	i	18µM*	0%	-2%	8%	2%	16µM*	25	-13%
O=C(NCc1cccc(Cl)c1)c1ccc2nc(N3CCOCC3)sc2c1	i	2%	-5%	2%	-9%	19%	22%	5	-13%
CC1=C(C(=O)OCC(C)C)C(c2cccc(F)c2)N2C(=O)C(C)SC2=N1 (stereo unspecified)	i	2%	-5%	-26%	-9%	-3%	0%	0	19%
Cc1c(NC(=O)CCC2CCCCC2)c(=O)n(-c2ccccc2)n1C	i	0%	0%	-1%	?	?	3%	-8	-3%
CCCCOC(=O)CSC1=C(C#N)C(c2ccc3c(c2)OCO3)CC(=O)N1 (stereo unspecified)	i	-3%	-1%	2%	2%	-3%	1%	-26	-5%
O=C(Nc1nc(-c2ccccn2)cs1)c1cccc(S(=O)(=O)N2CCOCC2)c1	?	0%	-23%	-37%	?	?	19%	119	/
CCC(C)[C@H](NC(=O)N1CCC(Cc2ccccc2)CC1)C(=O)O (stereo partly specified)	i	?	-7%	2%	-1%	10%	5%	22	/

Whole records, quoted from the list. Order of screens: S2 tox | SW480 rerep | HT1080NT lethal | HepG2 viability | HT1080 IDH1KD tx | KB-3-1 cytotox | MCF10A rereplic | IL1B secr inh | ATXN2 expr inh
`CCCCOC(=O)CSC1=C(C#N)C(c2ccc3c(c2)OCO3)CC(=O)N1` (stereo unspecified) reads i | -3% | -1% | 2% | 2% | -3% | 1% | -26 | -5%
`O=C(NCc1cccc(Cl)c1)c1ccc2nc(N3CCOCC3)sc2c1` reads i | 2% | -5% | 2% | -9% | 19% | 22% | 5 | -13%

Later entries
SMILES	S2 tox	SW480 rerep	HT1080NT lethal	HepG2 viability	HT1080 IDH1KD tx	KB-3-1 cytotox	MCF10A rereplic	IL1B secr inh	ATXN2 expr inh
COc1ccc(OC)c(-c2c3c([nH]c(=S)c2C#N)CCCC3)c1	i	1%	14%	1%	6%	0%	-3%	47	4%
O=C(COC(=O)C1CCN(c2ccc(C(F)(F)F)cn2)CC1)c1ccc(F)cc1	i	-6%	-1%	29%	-2%	-1%	2%	10	5%
O=C(CSCc1c(F)cccc1Cl)NCCSCc1ccco1	i	-1%	16%	-13%	20%	3%	-2%	-14	1%
CCN(CC)c1cc(C)c2cc(NC(=O)c3ccccc3OC)ccc2n1	?	?	?	-43%&-48%	?	18µM*!	?	/	?
O=C(COC(=O)COc1ccc(Br)cc1)Nc1ccc2c(c1)OCCO2	i	0%	16%	3%	10%	-3%	8%	-3	/
CCC(Oc1ccccc1)C(=O)NCCCN1CCOCC1 (stereo unspecified)	i	14%	?	0%	17%	4%	3%	15	6%
Cn1cncc1C#Cc1c(C=O)[nH]c2ccccc12	?	?	-17%	-26%	?	?	?	16	?
COc1ccc(/C=C2/SC(=S)N(CCC(=O)O)C2=O)cc1	?	-5%	-2%	0%	-1%	-6%	0%	-2	?
COc1ccc(CN(CCC(c2ccccc2)C2CCOC(C)(C)C2)C(C)=O)cc1 (stereo unspecified)	i	?	0%	-40%	-9%	-6%	8%	?	-30%
CC(=O)c1c(C)[nH]c(C(=O)Nc2ccc(C)cn2)c1C	i	-11%	?	9%	20%	0%	3%	-24	?
CC1CN(C(=O)COC(=O)/C=C/c2ccc(C(F)(F)F)cc2)CC(C)O1 (stereo unspecified)	i	-3%	1%	10%	1%	-27%	-6%	-1	-9%
CCc1ccc(NC(=S)Nc2ccc(S(=O)(=O)Nc3ncccn3)cc2)cc1	i	-2%	4%	-3%	0%	6%	0%	-17	/
Cc1ccc(S(=O)(=O)N2CCCCC2C(=O)O)s1 (stereo unspecified)	i	11%	3%	-6%	4%	2%	28%	5	-2%
C/C(=N\N1CCN(C)CC1)c1ccc(Cl)c(Cl)c1	i	-2%	0%	19%	5%	-1%	4%	-14	3%
Fc1cc(F)c2nc(N3CCCC3)sc2c1	i	1%	9%	0%	4%	-10%	6%	-13	/
COc1ccc(OC)c(CNC(=O)Cn2nc(C)c3c(C)n(-c4ccccc4)nc3c2=O)c1	i	/	/	-20%	/	-12%	/	/	-14%
C=CCN(C(=O)CCC(=O)Nc1cc(C)on1)C(C(=O)NC(C)(C)C)c1ccc(OC)cc1 (stereo unspecified)	i	?	10%	-4%	14%	16%	8%	39	9%
O=C(Cc1ccccc1)NC(C(=O)O)C(O)c1ccc([N+](=O)[O-])cc1 (stereo unspecified)	i	-37%	-6%	-2%	5%	16%	-1%	-1	/
COc1ccc(OCc2cccc(C(=O)Nc3cc(C)on3)c2)cc1	i	-12%	-9%	-12%	?	-1%	?	16	2.2µM*
CC(=O)c1ccccc1N(C(=O)Cn1nnc2ccccc21)C(C(=O)NCC1CCCO1)c1ccc(N2CCOCC2)cc1 (stereo unspecified)	i	-8%	1%	-4%	0%	-15%	-3%	-8	/
COC(=O)Cn1nc(-c2ccccc2)c2ccccc21	?	-1%	10%	4%	17%	-2%	16%	9	-9%
COc1ccc(OCCOC(=O)c2ccc(-n3cnnn3)cc2)cc1	i	-43%[inhibitor]	12%	2%	19%	15%	2%	-13	14%
O=C(c1ccc(N2C(=O)CCC2=O)cc1)N1CCCSC1=Nc1ccccc1	i	/	10%	-5%	0%	?	/	27	/
COC(=O)Cc1cccc2c(=O)c3ccccc3oc12	i	-1%	5%	6%	6%	16%	4%	4	3%
O=C(O)c1cccc(-c2ccc(/C=N/NC(=O)c3cccnc3)o2)c1	i	6%	15%	-4%	7%	-1%	0%	3	8%
Cc1ccccc1N1C(=O)c2ccccc2NC1c1ccncc1 (stereo unspecified)	i	-6%[9.22 µM]	8%	25%	8%	15%	0%	7	5%
c1cc2cc(CNc3nc(NCC4CC4)nc4ccsc34)ccc2o1	/	/	?	-100%	13µM*	-27%	/	-78*	?
COc1ccc(/C=C(/NC(=O)c2ccccc2)C(=O)N2CCCCC2)cc1OC	?	-4%	-3%	-23%	-3%	-14%	-1%	-2	/
CCc1ccccc1NC(=O)CNC(=O)CSC(=S)N1CCCC1	i	-25%	12%	11%	7%	-2%	-5%	-5	9%
O=C(/C=C/c1cccc([N+](=O)[O-])c1)OCC1CCCO1 (stereo unspecified)	i	-18%	1%	-11%	6%	15%	-2%	-16	4%
COc1ccc(S(=O)(=O)NCCOc2ccc(Cl)cc2)cc1	i	3%	-1%	-50%	-1%	-5%	5%	-12	/
N#Cc1ccccc1Sc1ccccc1C(=O)NCC(c1ccco1)N1CCCCC1 (stereo unspecified)	?	-7%	2%	-29%	5%	-3%	-2%	-12	/
O=C(Nc1ccccc1Cl)C1CC(=O)N(c2ccccc2)C1 (stereo unspecified)	i	-30%[inhibitor]	13%	22%	24%	9%	-22%	/	-19%
COc1ccc(N(CC(=O)NC2CCCCC2)C(=O)c2ccc(C)s2)c(OC)c1	i	-2%	-9%	7%	-3%	-9%	-2%	?	-24%
O=C1CSc2cc(Cl)ccc2N1	i	-7%	3%	11%	2%	-4%	0%	28	2%
COC(=O)c1c(C)oc2ccc(N(C(=O)c3ccncc3)S(=O)(=O)c3ccccc3)cc12	?	-3%	-29%	-1%	-28%	?	26%	0	-26%
Fc1ccc(CSc2ncnc3sc4c(c23)CCCC4)cc1	i	-17%	1%	6%	5%	6%	95%[0.0737 µM]	26	-1%
Cc1cc2oc(C(=O)Nc3ccc(S(=O)(=O)Nc4ncccn4)cc3)c(C)c2cc1Cl	i	?	1%	0%	10%	-6%	-9%	i	-15%
CCOC(=O)C1CCC(CN(Cc2ccc(Cl)cc2)S(=O)(=O)c2ccc(Br)cc2)CC1 (stereo unspecified)	i	/	/	10%	/	3%	/	/	-1%
CC(=O)NCCNC(=O)[C@H](Cc1ccccc1)NC(=O)c1cccs1	i	-3%	-2%	-32%	-1%	-4%	5%	17	5%
COc1ccc(C(=O)CCN2CCN(c3ccccc3F)CC2)cc1	i	?	?	-35%	?	-11%	5.8µM*	0	-2%
CCOC(=O)C1CCN(C(=O)CN(c2ccc(OC)cc2)S(=O)(=O)c2c(C)noc2C)CC1	i	-10%	0%	16%	1%	16%	11%	15	-1%
COc1ccc(/C=N/n2c(SC)nnc(C(C)(C)C)c2=O)cc1OC	i	-5%	3%	-13%	0%[9.24 µM]	9%	-3%	11	-1%
COCCNC(=O)C(c1ccncc1)N(C(=O)c1sc(C)nc1C)c1cccc(C)c1 (stereo unspecified)	i	-4%	18%	-25%	9%	-1%	30%	9	-16%
CCCCN(C(=O)C1CC(=O)N(Cc2ccc(C)cc2)C1)c1c(N)n(CC(C)C)c(=O)[nH]c1=O (stereo unspecified)	i	1%	16%	-23%	16%	?	1%	i	3%
Cc1ccc(NC(=O)CN2C(=O)N/C(=C/c3ccc(C)o3)C2=O)cc1	i	-4%	-5%	-1%	-2%	3%	-1%	-1	3%
COc1ccc(Cl)cc1S(=O)(=O)N(C)CC(=O)N1CCCC1	?	-4%	6%	11%	2%	2%	14%	25	/

Screens (PubChem BioAssay)
